Redox H2O2 prof: compounds producing H2O2 with reducing agent – biochemical, NIH compound library profiling, artefact control for MLSCN library redox annotation, primary screen; DTT-dependent redox cycling H2O2, phenol red/HRP absorbance; 100% = 100 µM peroxide control, 0% = buffer; activation, % at 10 µM; 0.03% of 200,000 active;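 active = activation of at least 50% relative to the plate's high and low controls in the primary single-dose screen; inactive = activation below 50%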;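 note: compound incubated with DTT at 0.8 mM final as the reducing agent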
RAM inhibit: yeast RAM network inhibition; S. cerevisiae dse1pr::URA3 reporter, 5-FOA growth OD615, 2 d; analog-sensitive cbk1-as2 kinase mutant strain; AID 868; 1.8% of 190,000 active; inhibition, % at 50 µM;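 active = inhibition above a set limit, 3 SD over mean compound inhibition, cut at about 8.4% in these data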;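 note: 0% = DMSO-only wells with no growth and 100% = 10 µM 1-NA-PP1 full growth; inhibition rescues growth on 5-FOA so higher OD means more RAM inhibition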
PPARg SRC2 recr: agonists of SRC-2 recruitment by human PPARgamma; 0.34% of 200,000 active; activation, % at 8 µM; AID 1032; PPARgamma LBD-SRC-2 recruitment, biochemical; in the data active = activation above about 22%;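 note: 0% = vehicle and 100% = reference agonist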
HMGR II inh: inhibitors of class II HMG-CoA reductase from Enterococcus faecalis | purified E. faecalis HMGR, NADPH absorbance 340 nm kinetic | inhibition, % at 10 µM | 0.41% of 190,000 active;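 active = inhibition above a set limit, the median over all tested compounds plus 3 SD, cut at about 9.5% in these data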;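 note: enzyme runs in reverse so mevalonate oxidation gives rising NADPH absorbance; 0% = complete reaction with DMSO and 100% = background rate lacking mevalonate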
SRC2 TRFRET art: flags TR-FRET format artefacts in PPARgamma SRC-2 recruitment agonist screen; TR-FRET artefact counter-screen; stronger effect = higher value; 0.4% of 200,000 active; TR-FRET ratio at 8 µM; in the data active = TR-FRET ratio above about 2000; note: inactives centre near 1500; reference of the scale not given here
ROMK mod: modulators of human ROMK potassium channel. Tet-inducible ROMK, thallium flux fluorescence; actives lie on both sides. B-score at 10 µM. 2% of 130,000 active. AID 1918;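 active = signal ratio slope over the read window, or its plate-corrected B-score, at least 3 SD from the plate mean, either direction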;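 note: B-score of the F/F0 ratio slope over 7 to 12 s after thallium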
Target sequence (P48048 whole entry, looked up): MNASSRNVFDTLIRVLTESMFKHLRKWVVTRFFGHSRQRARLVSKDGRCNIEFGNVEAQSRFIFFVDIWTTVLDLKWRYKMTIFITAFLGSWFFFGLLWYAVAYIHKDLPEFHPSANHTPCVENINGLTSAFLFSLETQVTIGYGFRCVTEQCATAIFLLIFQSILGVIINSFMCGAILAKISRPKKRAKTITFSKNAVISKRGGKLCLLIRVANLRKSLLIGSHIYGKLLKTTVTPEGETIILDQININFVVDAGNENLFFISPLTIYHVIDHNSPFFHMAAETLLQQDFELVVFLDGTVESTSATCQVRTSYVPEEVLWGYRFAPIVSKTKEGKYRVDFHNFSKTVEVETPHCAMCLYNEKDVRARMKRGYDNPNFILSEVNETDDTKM
bIAP inhibitor: intestinal alkaline phosphatase (bovine) inhibition; purified bovine IAP, CDP-star luminescence, 30 min; inhibition, % at 20 µM; 190,000 tested, under 10 active; AID 1019;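 active = over 50% inhibition of intestinal alkaline phosphatase at 20 µM in the single-dose screen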
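Assay system – bovine IAP enzyme · Quantity – bovine IAP at 1/65,000,000 final dilution · Detection – CDP-star luminescence signal · Times – 30 min reaction at room temperature · Also added – CDP-star substrate at 30 µM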
S1P3 antagonist: S1P3 (human) receptor antagonism | Q99500 | CHO S1P3 NFAT-BLA reporter, FRET fluorescence, antagonist mode | inhibition, % at 4.98 µM | 0.27% of 170,000 active;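 active = inhibition above the plate cutoff, the mean inhibition of test wells on that plate plus 3 SD, cut at about 28% in these data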;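 note: cells challenged with S1P at its EC80 of 0.8 µM; blue over green emission ratio from cleaved BLA substrate after 4 h stimulation; 0% = S1P-stimulated wells and 100% = unstimulated DMSO-only wells; some compounds past the cut are filed as inactive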
Target sequence (Q99500 whole entry, looked up): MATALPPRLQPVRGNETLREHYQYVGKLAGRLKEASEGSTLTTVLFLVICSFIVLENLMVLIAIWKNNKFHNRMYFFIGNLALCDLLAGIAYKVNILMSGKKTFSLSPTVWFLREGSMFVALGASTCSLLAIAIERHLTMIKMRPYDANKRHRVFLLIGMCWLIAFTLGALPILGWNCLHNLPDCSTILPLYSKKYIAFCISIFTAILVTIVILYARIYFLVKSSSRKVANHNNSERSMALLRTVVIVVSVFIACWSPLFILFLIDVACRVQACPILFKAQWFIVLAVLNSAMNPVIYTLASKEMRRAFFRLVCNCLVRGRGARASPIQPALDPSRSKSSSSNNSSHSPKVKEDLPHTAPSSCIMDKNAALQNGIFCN
PPARg SRC-3 ag: PPARgamma-driven SRC-3 recruitment agonism. P37231. biochemical PPARgamma/SRC-3 coactivator recruitment assay. activation, % at 8 µM. 0.26% of 200,000 active; in the data active = activation above about 23%;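 note: 0% = DMSO and 100% = reference agonist; some compounds past the cut are filed as inactive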
PPARg SRC1 recr: promotes SRC-1 coactivator recruitment by human PPARgamma; P37231; PPARgamma-SRC-1 coactivator recruitment biochemical assay; activation, % at 8 µM; 0.41% of 200,000 active; in the data active = activation above about 19%;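 note: 0% = DMSO and 100% = reference agonist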
L major viab: Leishmania major promastigote growth inhibition. inhibition, % at 10 µM. Leishmania major promastigotes, resazurin fluorescence viability. 9% of 200,000 active; in the data active = inhibition above about 50%;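 note: promastigotes grown with compound for 44 hours at 28 °C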
The depositor's hits bear a star; x = not tested or not shown.

SMILES	Redox H2O2 prof	RAM inhibit	PPARg SRC2 recr	HMGR II inh	SRC2 TRFRET art	ROMK mod	bIAP inhibitor	S1P3 antagonist	PPARg SRC-3 ag	PPARg SRC1 recr	L major viab
CC(C)CNS(=O)(=O)c1ccc(NC(=O)Cn2nc(-c3ccc(F)cc3)ccc2=O)cc1	0.3	2.3	-4	-2	1428	0.31	27	-14	3	-1	-1
Cc1cccc(C(=O)NNC(=O)c2cccc([N+](=O)[O-])c2)c1	-1.1	1.1	-3	1	1632	0.069	5	-26	6	4	5
CN(C)c1ccc(/C=N/NC(N)=S)cc1[N+](=O)[O-]	-0.7	2.0	16	7	1734	0.0011	1	-7	7	10	-3
O=C(Cn1cnc([N+](=O)[O-])c1)NC1CCCC1	0.1	-0.1	1	-3	1501	0.75	5	-9	-3	-2	-7
Cc1ccc(S(=O)(=O)N2CCN=C2c2ccccc2)cc1C	0.2	-1.3	10	-5	1418	0.86	5	x	0	-1	0
Cn1c(=O)c2nc(-c3ccc(Cl)cc3Cl)oc2c2ccccc21	-0.9	2.5	4	-1	1562	x	18	-16	1	2	-7
CC1(C)Cc2c(sc(NC(=O)c3ccccc3)c2C(=O)O)CO1	-0.7	2.2	-3	1	1336	-0.011	5	-5	-2	0	16
CCOc1cc2[nH]c(=O)n(CCCC(=O)NCc3ccco3)c(=O)c2cc1OCC	1.3	1.7	-1	-7	1486	-0.041	3	-16	-4	-9	8
CCOc1cc(NC(=O)c2ccccn2)c(OCC)cc1NC(=O)c1cccc(C)c1	0.3	9.6*	-4	-5	1666	-0.054	4	-13	5	7	-3
S=c1[nH]nc(-c2ccc(Cl)cc2)n1CC1CCCO1 (stereo not drawn)	0.0	-1.6	7	5	1714	-0.11	4	x	12	2	-4
CC1=CC(C)(C)N(C(=O)CSc2ncn[nH]2)c2ccc(C)cc21	0.0	0.8	12	-3	1569	0.12	-45	x	3	0	0
CNC(=S)N/N=C/c1c(C)nn(-c2ccccc2)c1Cl	0.0	1.7	0	-5	1631	0.0091	15	x	-1	3	2
CC(=O)OC(C(=O)NC1CCCCC1)c1ccc(C#N)cc1 (stereo not drawn)	2.8	1.1	2	-8	1346	x	10	6	-7	-8	-1
CCCn1nnnc1SCC(=O)N1CCCC1	2.9	3.0	-8	-6	1512	x	8	x	-12	-2	-1
CCOC(=O)c1cc2c(ccn2C)n1CC(=O)N(Cc1ccccc1)c1ccc(F)cc1	0.3	2.7	-3	-4	1620	-0.8	8	2	3	-2	98*
COCCn1c(SC)nnc1-c1c[nH]c2ccccc12	-2.0	1.4	1	3	1622	x	-1	-6	8	4	-5
O=C(Nc1cccc(C(=O)O)c1)/C(=C\C=C\c1ccccc1)NC(=O)c1ccccc1	-0.6	2.6	-11	1	1498	-0.011	6	-17	1	1	-5
COc1ccc(C2CC(C(F)(F)F)n3nc(C(=O)O)c(Cl)c3N2)cc1OC (stereo not drawn)	1.9	-0.1	-10	-1	1569	x	4	2	6	-1	-8
O=C(Nc1ccc2c(c1)OCCO2)N1CCN(c2ccc(F)cc2)CC1	1.0	2.9	-1	2	1520	x	13	x	-3	-1	13
Cc1ccc(-c2nn(CCC(=O)O)cc2/C=C\C(=O)c2ccc(Br)cc2)cc1	0.3	6.3	-7	2	1448	0.14	-15	-2	3	-3	1
CCOC(=O)c1cccc(NC(=O)CN(c2ccc(C)cc2)S(=O)(=O)c2c(C)noc2C)c1	1.7	1.7	1	0	1541	x	0	13	-2	7	23
COc1ccc(N2C(=O)CC(Sc3nnc(-c4ccccc4)o3)C2=O)cc1 (stereo not drawn)	-0.6	3.7	21	0	1532	x	13	11	3	19	-10
Nc1nn(S(=O)(=O)c2ccccc2)cc1-c1ccc([N+](=O)[O-])cc1	0.3	1.6	-6	1	1647	-1.4	0	0	0	6	99*
OCCN(CCO)CC(O)COc1ccc2c(c1)OCO2 (stereo not drawn)	0.1	2.1	2	-1	1538	x	-1	x	2	-3	-3
CN(C)c1ccc(NC(=O)c2ccc3nsnc3c2)cc1	2.6	0.5	-4	-1	1436	x	11	x	8	10	4
O=C(NC1CCCC1)C(c1ccc(F)cc1)N(C(=O)Cc1cccs1)c1ccc2c(c1)OCCO2 (stereo not drawn)	3.4	5.9	5	-3	1525	x	-3	x	1	1	7
O=C(CSc1nnc2ncccn12)N1CCCCCC1	3.1	3.2	3	2	1557	x	7	-4	8	2	-2
COc1cc(C)c(Cl)cc1S(=O)(=O)NCC1CCCO1 (stereo not drawn)	0.4	0.7	9	1	1530	x	8	1	1	0	1
COc1cc(/C=N/NC(=S)Nc2cccc(Cl)c2C)ccc1OCC(=O)N1CC(C)OC(C)C1 (stereo not drawn)	-0.1	1.9	-2	0	1335	-0.55	13	14	-6	0	-2
CC1(C)N=C(N)NC(Nc2ccccc2Cl)=N1	-0.6	1.3	0	-1	1425	1.2	-12	-12	-2	-1	-3
COc1ccc(OCC(=O)Nc2cccc(NC(=O)COc3ccc(OC)cc3)n2)cc1	1.0	8.2	15	1	1570	0.67	12	8	10	9	-8
C=CCn1c(=O)/c(=C\c2ccccn2)s/c1=C(/C#N)C(=O)NCC1CCCO1 (stereo not drawn)	-0.1	4.1	7	-8	1694	-0.18	-6	-9	2	15	-2
Cc1nc(C)c(C(=O)Nc2ccc(Oc3ccccc3)cc2)o1	-0.3	1.7	11	0	1715	-1.2	2	-10	-7	4	76*
CCN(C(=O)COc1ccccc1[N+](=O)[O-])C1CCS(=O)(=O)C1 (stereo not drawn)	-0.6	1.9	9	-3	1477	2.6	10	-18	4	8	-7
Cc1ccc(C(=O)Nc2nc(=O)n(C(=O)c3ccccc3C)s2)cc1	0.1	0.3	5	-1	1630	-0.79	3	x	7	7	-1
COc1ccccc1C(=O)O/N=C(\c1ccccc1)c1ccncc1	-1.6	1.1	5	-1	1848	0.036	8	3	4	8	1
COCCN1C(=O)N[C@@H](c2ccccc2)C(C(C)=O)=C1C	0.2	1.7	6	-6	1481	0.43	5	-21	4	8	-7
Cc1ccc(NC(=O)COc2ccc(Br)cc2C)cc1	0.3	3.0	2	-10	1506	0.1	1	5	-2	-5	-6
CCn1nc(C)cc1-c1n[nH]c(=S)n1N	-1.8	3.5	-5	-7	1617	1.2	13	x	-5	3	-5
CCCCC(=O)NC1=NC(=O)C(C)(C)S1	-0.2	-0.1	10	-1	1600	x	4	1	5	-3	5
CC1(C)CC2CC(C)(CN2C(=O)NC(=O)c2ccccc2)C1 (stereo not drawn)	0.5	1.8	1	-10	1474	x	0	2	1	1	0
CC(=O)c1cc(-c2ccccc2)n(CCC(=O)NC(C)(C)C)c1C	-0.1	0.8	0	-2	1640	-0.97	-9	-12	-5	-6	-2
CCNC(=O)Nc1nc2ccccc2s1	-0.3	2.6	6	-4	1607	0.1	2	-20	3	2	6
CCOCCCNC(=O)/C(C#N)=C/c1ccc(C)o1	0.2	2.0	3	8	1296	-0.15	-6	-7	7	10	-4
CC(NC(=O)c1noc2c1CCCCC2)c1ccccc1 (stereo not drawn)	-0.3	0.0	6	-2	1545	x	6	-2	14	-3	-8
COc1cccc(N2CCN(C(=O)c3ccc(=O)oc3)CC2C)c1 (stereo not drawn)	-0.1	2.2	5	-3	1822	0.24	-5	x	16	4	4
O=C(Nc1ccc(N2CCOCC2)cc1)Nc1ccc(Cl)c(Cl)c1	-0.4	3.7	10	-1	1639	x	8	x	-8	11	28
Nc1c(C(=O)NCC2CCCO2)sc(=S)n1-c1ccccc1 (stereo not drawn)	-0.1	0.7	-1	-4	1647	0.67	8	6	0	4	-5
C/C(=N\NC(=O)C1COc2ccccc2O1)c1ccccn1 (stereo not drawn)	0.3	0.0	5	-4	1610	x	45	-2	4	-1	99*
O=C(Cc1ccc(-c2ccccc2)cc1)NCCN1CCOCC1	-0.8	0.2	13	-1	1755	-0.18	0	-4	-2	7	4
C=CCn1c(CSCc2ccccc2)nnc1SCC(=O)N1CCN(c2ccccc2)CC1	0.9	1.5	0	-4	1753	x	4	-9	1	-2	12
CCOC(=O)c1cnc2c(Cl)cccc2c1NCCN(C)C	-3.1	-0.3	5	-5	1612	x	-4	x	1	-2	7
O=c1[nH]c2cnccc2n1-c1ccccc1	-0.6	0.3	8	-4	1546	0.018	-6	x	13	2	3
CCC[C@@H]1C[C@@]1(CCC)[C@@H](NC(=O)c1ccccc1)c1ccc(C(=O)OC)cc1	1.8	9.7*	-9	-1	1498	0.009	29	8	0	3	34
CCCOCCOC(=O)C1=C(C)NC(=O)NC1c1cc(Cl)c(O)c(OC)c1 (stereo not drawn)	-0.5	3.0	-1	-2	1494	x	8	8	-2	-3	-3
COc1cccc(/C=N/NC(=O)CC(=O)NCCc2ccccc2)c1OC	-0.7	0.4	1	-1	1459	-0.4	1	-10	-2	-4	-3
CCOC(=O)c1ccc(NC(=O)CSc2nnc(C3CCCCC3)n2C)cc1	1.1	3.8	6	0	1472	-0.025	13	x	10	-11	8
CCCC(=O)NCCc1cc2ccc(C)c(C)c2[nH]c1=O	-3.0	-1.0	4	-9	1519	x	3	-12	6	11	-2
COc1ccc(N2C(=O)[C@@H]3[C@H](C2=O)[C@H]2c4ccccc4C=CN2[C@@H]3C(C)=O)cc1	0.7	0.5	3	5	1651	-3.6*	-4	-4	-1	-3	-6
O=C(NC(=S)Nc1ccccc1N1CCOCC1)c1ccc(-c2cccc(Cl)c2)o1	0.4	5.7	-7	4	1529	x	9	5	1	-2	-2

Quoted from the listing, 2 compounds:
SMILES	Redox H2O2 prof	RAM inhibit	PPARg SRC2 recr	HMGR II inh	SRC2 TRFRET art	ROMK mod	bIAP inhibitor	S1P3 antagonist	PPARg SRC-3 ag	PPARg SRC1 recr	L major viab
C/C(=N\NC(=O)C1COc2ccccc2O1)c1ccccn1 (stereo not drawn)	0.3	0.0	5	-4	1610	x	45	-2	4	-1	99*
O=C(Cc1ccc(-c2ccccc2)cc1)NCCN1CCOCC1	-0.8	0.2	13	-1	1755	-0.18	0	-4	-2	7	4

New compounds follow:
SMILES	Redox H2O2 prof	RAM inhibit	PPARg SRC2 recr	HMGR II inh	SRC2 TRFRET art	ROMK mod	bIAP inhibitor	S1P3 antagonist	PPARg SRC-3 ag	PPARg SRC1 recr	L major viab
C/C(N)=C(/C#N)C(=O)COc1ncnc2ccccc12	1.5	0.9	5	-3	1469	0.99	x	-34	2	9	-9
CCCCS(=O)CC(O)COc1ccc(C(C)(C)C)cc1 (stereo not drawn)	2.4	2.0	-1	1	1437	x	-8	-47	-17	-7	16
O=C(CSc1nc2cc(Cl)ccc2c(=O)n1Cc1ccco1)Nc1ccc(S(=O)(=O)N2CCOCC2)cc1	0.7	9.1*	-3	4	2029*	-0.33	7	-2	6	6	44
CCC(C)(C)n1nnnc1C(c1ccc(Cl)cc1)N1CCN(C)CC1 (stereo not drawn)	-2.6	0.6	-9	1	1407	x	-14	-19	-6	5	26

High-throughput results deposited in PubChem BioAssay by several laboratories.

Not a hit list, and some 13% of all compounds hit somewhere here.
